Pf growth 96h: inhibits malaria parasite growth, 96 h; P. falciparum luciferase reporter growth, 96 h; Potency, µM (titrated, usually from 28.7 µM), without a hit: at the highest dose activity change, negative = inhibition, usual class: inhibitors; 6.9% of 320,000 active; AID 504834; note: potency is the fitted concentration of half-maximal effect; % is set by controls: 0 for no effect and ±100 for the full control effect
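Two parasite generations (96 h, 37 C, 5% CO2) of compound exposure in infected erythrocytes (0.05% parasitemia, 2% hematocrit). Luciferase-reporter P. falciparum; decreased luminescence indicates inhibited growth, aimed at apicoplast-acting delayed death.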
Cycloheximide cs: affects cycloheximide protein synthesis inhibition readout, counter-screen. AID 2314. cell reporter, cycloheximide protein synthesis inhibition counterscreen. 12% of 300,000 active. max response, %; in the data active = max response mostly above about 13%, no sharp cut-off; inactive = mostly below about 14%; note: read at 38.3 µM for the half of the compounds with a filed dose; 0% is about no effect
Sm TGR block: S. mansoni TGR enzyme inhibition. Q962Y6. purified TGR, DTNB reduction, TNB absorbance 405 nm. Potency, µM (titrated, usually from 114 µM), for the others: at the highest dose activity change, negative = inhibition, actives largely listed as inhibitors. 3% of 360,000 active. AID 485364; note: potency is the fitted concentration of half-maximal effect; % is set by controls: 0 for no effect and ±100 for the full control effect; nearly all actives have a fitted effect of over 60% in size
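Kinetic colorimetric format: TGR-catalysed, NADPH-driven DTNB reduction monitored via TNB absorbance. Enzyme dispensed at 20 nM; compound exposure 15 min at room temperature before reaction start.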
Shiga inhibitor: blocks Shiga toxin action in Vero cells | Vero cells, Shiga toxin protein synthesis inhibition reporter | inhibition, % at 38.7 µM | 9.2% of 290,000 active; in the data active = inhibition mostly above about 28%, no sharp cut-off; inactive = mostly below about 43%; note: 0% is about no effect
FBPA Giardia inh: Giardia lamblia aldolase inhibition; 0.71% of 290,000 active; purified Giardia FBPA; Potency, µM (doses to about 59.6 µM), for inactives: at the top dose activity, negative = inhibition, actives largely listed as inhibitors; note: potency is the fitted concentration of half-maximal effect; % is set by controls: 0 for no effect and ±100 for the full control effect; nearly all actives have a fitted effect of over 55% in size
Target sequence (A8B2U2 whole entry, looked up): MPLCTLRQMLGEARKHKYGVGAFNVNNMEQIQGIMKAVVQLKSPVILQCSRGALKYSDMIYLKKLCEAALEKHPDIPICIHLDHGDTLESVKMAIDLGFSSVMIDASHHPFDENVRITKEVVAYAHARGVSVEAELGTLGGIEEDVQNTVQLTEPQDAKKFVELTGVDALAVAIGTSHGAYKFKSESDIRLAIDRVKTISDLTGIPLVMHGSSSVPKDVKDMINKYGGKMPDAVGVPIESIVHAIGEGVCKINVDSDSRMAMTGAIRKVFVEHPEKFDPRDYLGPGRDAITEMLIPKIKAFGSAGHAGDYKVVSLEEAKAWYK
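Giardia FBPA (40 nM reagent) was preincubated 10 min at RT with compound (up to 57.5 uM final), then substrate plus GAPDH/TPI/NAD/arsenate coupling system with diaphorase/resazurin was added; resorufin fluorescence (525/598 nm) was read after 20 min.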
Pf growth 48h: P. falciparum growth inhibition at 48 hours (one generation). P. falciparum luciferase growth in erythrocytes, 48 h. Potency, µM (series often up to 28.7 µM), for the others: at the highest dose activity change, negative = inhibition, actives largely listed as inhibitors. 5.9% of 310,000 active; note: potency is the fitted concentration of half-maximal effect; % is set by controls: 0 for no effect and ±100 for the full control effect
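Luciferase-expressing P. falciparum in infected erythrocytes (2% hematocrit, 0.1% parasitemia final) in RPMI 1640/0.5% Albumax were exposed to compound for 48 hours at 37 C, 5% CO2; growth read as luminescence.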
Starred values were filed as active, the others as inactive; u = inconclusive; x = no result given; + = active, no number; [ ] = remark or other dose. Unless noted, calls come from the whole dose curve; as a rule, active = well fitted curve in the direction sought with a large enough effect; inconclusive = small, poorly fitted or top-dose-only effect, or another doubt; inactive = no such curve, though single readings can be large; an effect the other way counts as inactive or inconclusive.

1) CC[C@H](C)[C@H](NC(=O)[C@H](Cc1ccc(O)cc1)NC(=O)[C@H](Cc1cnc[nH]1)NC(=O)[C@H](CCCNC(=N)N)NC(=O)[C@H](CC(C)C)NC(=O)[C@H](C)NC(=O)[C@H](CO)NC(=O)[C@H](Cc1ccc(O)cc1)NC(=O)[C@H](Cc1ccc(O)cc1)NC(=O)[C@H](CCCNC(=N)N)NC(=O)[C@H](C)NC(=O)[C@H](CC(C)C)NC(=O)[C@H](CC(=O)O)NC(=O)[C@H](CCC(=O)O)NC(=O)[C@H](C)NC(=O)[C@@H]1CCCN1C(=O)[C@H](C)NC(=O)[C@H](CC(=O)O)NC(=O)[C@H](CCC(=O)O)NC(=O)CNC(=O)[C@@H]1CCCN1C(=O)[C@H](CC(N)=O)NC(=O)[C@H](CC(=O)O)NC(=O)[C@@H]1CCCN1C(=O)[C@H](CCCCN)NC(=O)[C@H](CO)NC(=O)[C@@H]1CCCN1C(=O)[C@@H](N)Cc1ccc(O)cc1)C(=O)N[C@@H](CC(N)=O)C(=O)N[C@@H](CC(C)C)C(=O)N[C@@H](CC(C)C)C(=O)N[C@H](C(=O)N[C@@H](CCCNC(=N)N)C(=O)N1CCC[C@H]1C(=O)N[C@@H](CCCNC(=N)N)C(=O)N[C@@H](Cc1ccc(O)cc1)C(N)=O)[C@@H](C)O
2) COc1ccc(-n2c(-c3ccc(OC)c(OC)c3)n[nH]c2=S)cc1
3) Cc1ccc(CS(=O)(=O)c2cn(CC(=O)Nc3ccon3)c3ccccc23)cc1
4) CN(CC(=O)Nc1ccccc1Br)C(=O)c1cc(Cl)nc2ccccc12
5) Cc1ccc(S(=O)(=O)Cc2ccc(C(=O)N3CCCCC3C)cc2)cc1 (configuration not stated)
6) CC(C)(C)c1cc(C(=O)CCN2CCOCC2)cc(C(C)(C)C)c1O
7) Cc1ccccc1Nc1nc(N)nc(CSc2nnc3ccccn23)n1
8) COc1ccc2[nH]c(C)c(CCNC(=S)Nc3ccc(C)cc3)c2c1

assay / entry,1,2,3,4,5,6,7,8
Pf growth 96h,x,-3%,-8%,u,11%,u,40%[activator],u
Cycloheximide cs,41,-2,x,x,-2,-2,14*,1
Sm TGR block,x,77%[activator],-8%,-10%,-3%,3.5µM*,7%,0%
Shiga inhibitor,14,-6,x,x,-5,15,37,16
FBPA Giardia inh,2%,16%,x,x,-3%,-7%,0%,-20%
Pf growth 48h,x,11%,1%,u,u,34%[activator],55%[activator],u

9) COc1ccccc1CNC(=O)c1ccc(S(=O)(=O)N(C)c2ccccc2)cc1
10) Cc1c([N+](=O)[O-])cc(C(=O)Oc2ccc(Br)cc2C(=S)N2CCCCC2)cc1[N+](=O)[O-]
11) Cc1ccccc1-c1nc(CN2CCC(C(=O)N3CCC(C(N)=O)CC3)CC2)c(C)o1
12) Cc1nn(Cc2ccc(Cl)c(Cl)c2)c(C)c1NC(=O)c1cn(-c2ccccc2)nc1-c1ccccc1
13) COc1ccc(N2C(=O)C(Cl)=C(N3CCCC(C)C3)C2=O)cc1 (configuration not stated)
14) Nc1nc(SCC(=O)NC2CCCC2)[nH]c(=O)c1NC(=O)c1cccs1
15) CCN1CCN(CCC(=O)Nc2cccc(C)c2)CC1
16) C/C(=N\Nc1ccc(S(N)(=O)=O)cc1[N+](=O)[O-])c1ccco1

assay / entry,9,10,11,12,13,14,15,16
Pf growth 96h,u,-19%,u,x,x,36%[activator],-3%,48%[activator]
Cycloheximide cs,x,-2,1,-2,14,-1,-1,9
Sm TGR block,-8%,-28%,-20%,-1%,1%,-11%,-2%,40µM*
Shiga inhibitor,x,-7,-2,-18,35,-2,-7,2
FBPA Giardia inh,x,-2%,6%,-6%,9%,1%,u,2%
Pf growth 48h,u,x,-4%,u,-9%,13%,5%,-6%

17) Cc1ccc(-c2nnc(SCC(=O)N3CCCc4ccccc43)n2N)cc1
18) CCOc1c(OC(C)=O)ccc(/C=C/c2ccc3cccc(OC)c3n2)c1[N+](=O)[O-]
19) Cc1ccc(NS(=O)(=O)c2ccc(-c3ccc(=O)[nH]n3)o2)cc1N(C)C
20) O=C(OCCOCCO)c1ccccc1Nc1cccc(C(F)(F)F)c1
21) COc1cc(C(C)=O)ccc1OCC(O)CN1CCN(c2ccc(C)c(C)c2)CC1 (configuration not stated)
22) COC(=O)c1sccc1NC(=O)c1csc(C)c1
23) CCOC(=O)C1(CCc2ccccc2)CCN(Cc2ccc(NC(C)=O)cc2)CC1
24) COc1ccc(NC(=O)c2cc(N3C(=O)C4C5CCC(C5)C4C3=O)ccc2Cl)c(OC)c1 (configuration not stated)

assay / entry,17,18,19,20,21,22,23,24
Pf growth 96h,-3%,-3%,-13%,1%[12.8 µM],2%,u,4.1µM*,u
Cycloheximide cs,12,40*,44*,x,-3,15,-3,-6
Sm TGR block,u,-22%,-32%,x,2%,3%,-1%,-6%
Shiga inhibitor,29,36*,60*,x,x,-6,-5,-6
FBPA Giardia inh,5%,0%,x,0%[21.7 µM],0%,-1%,-5%,0%
Pf growth 48h,54%[activator],4.7µM*,18%,5%[12.8 µM],-18%,11%,u,u

25) C#CCOCCOCCOCCNc1nc(N2CCN(C(=O)CCCCCCCCCCNC(=O)Cn3cc(C[C@@H](C)O)nn3)CC2)nc(N2CCN(C(=O)CCCCCCCCCCNC(=O)[C@@H](CCC(=O)O)n3cc(CCCCCN)nn3)CC2)n1
26) Cc1cccc(C)c1NC(=S)Nc1ccccc1C(=O)NCc1ccco1
27) Cc1ccc(-n2nnnc2SCC(=O)NCC2(N3CCOCC3)CCCCC2)cc1
28) CCCCNC(=O)CCn1c(=O)c2ccccc2n(Cc2ccc(Cl)cc2)c1=O
29) Cc1ccc(C(=O)N2NC(c3ccc(F)cc3)C3C(=O)N(c4ccc(C)c(C)c4)C(=O)C32)cc1 (configuration not stated)
30) O=C1c2cnc3nc(SCc4ccc(Cl)cc4)nn3c2CC2c3ccccc3CCN12 (configuration not stated)
31) CCOC(=O)CN(C)C(=O)C1CCCN1C(=O)OC(C)(C)C (configuration not stated)
32) O=C(Nc1ccc(Cl)cn1)c1ccccc1[N+](=O)[O-]

assay / entry,25,26,27,28,29,30,31,32
Pf growth 96h,u,13%,u,0%,-45%,20%,x,u
Cycloheximide cs,x,5,x,-1,4,-3,56,18*
Sm TGR block,-17%,-1%,0%,-13%,u,1%,x,-3%
Shiga inhibitor,x,10,x,-15,3,-4,88,45
FBPA Giardia inh,x,1%,x,5%,19%,-2%,0%,0%
Pf growth 48h,1µM*,12%,u,6%,32%[activator],11%,x,45%[activator]

33) O=C(NCCc1ccccc1)c1nc2nc(-c3cccs3)cc(C(F)(F)F)n2n1
34) CSc1ccccc1NC(=O)CN(C)CC(=O)c1c(C)[nH]c2ccccc12
35) Cc1ccc(NC(=S)N2CCN(S(=O)(=O)c3ccccc3)CC2)cc1
36) CC(OC(=O)/C=C/c1cccs1)C(=O)Nc1ccc(S(N)(=O)=O)cc1 (configuration not stated)
37) O=C(COc1cccnc1[N+](=O)[O-])N1CCN(C(=O)c2ccco2)CC1
38) CC(Sc1nccn1C)C(=O)c1c(N)n(C)c(=O)n(C)c1=O (configuration not stated)
39) Cc1cc(C)c(NC(=O)c2ccccc2CCc2ccccc2)c(C)c1
40) O=C(Nc1ccc2[nH]ncc2c1)c1ccc(F)cc1

assay / entry,33,34,35,36,37,38,39,40
Pf growth 96h,u,u,u,0%,-3%,-11%,u,13%
Cycloheximide cs,41*,x,1,0,-8,x,-3,19*
Sm TGR block,-2%,u,-14%,0%,4%,0%,1%,16%
Shiga inhibitor,+,x,-11,11,-5,x,-18,55*
FBPA Giardia inh,-2%,x,x,2%,18µM*,x,6%,-1%
Pf growth 48h,-25%,4.1µM*,-1%,-2%,5%,-13%,u,226%[activator]

41) COc1cc(OC)cc(-c2c(-c3cccs3)c3cc(-c4ccc(N(C)C)nc4)ccc3n2C)c1
42) O=P(O)(O)Cc1c(Cl)cccc1Cl
43) Cc1ccc(C(=O)NC2CCCCC2)cc1
44) O=C(CNS(=O)(=O)c1ccc(Br)cc1)OCc1cc(=O)n2cc(Br)ccc2n1
45) O=C(O)/C=C/C(=O)Nc1c(F)cccc1F
46) COc1ccc(COC(=O)c2nc3nc(C)cc(C)n3n2)cc1F
47) O=C(NC(=S)Nc1cccnc1)c1cccs1
48) O=C(Cn1nc(Cc2ccncc2)c2ccccc2c1=O)Nc1cccnc1Cl

assay / entry,41,42,43,44,45,46,47,48
Pf growth 96h,u,-14%,182%[activator],18%,41%[activator],131%[activator],u,-28%
Cycloheximide cs,x,-3,31*,-3,4,2,20*,-1
Sm TGR block,u,4%,-14%,-10%,u,6%,10µM*,9%
Shiga inhibitor,x,18,29,-5,-1,-4,42*,-4
FBPA Giardia inh,x,10%,x,-2%,5%,5%,u,0%
Pf growth 48h,u,-5%,94%[activator],0%,57%[activator],-36%,23%,-22%

49) CCOC(=O)Nc1ccc(OC)cc1S(=O)(=O)N1CCCCC1
50) O=C1C(Cc2ccccc2)Nc2ncnc(N3CCOCC3)c2N1Cc1ccc(Br)cc1 (configuration not stated)
51) O=C1CCC(=O)N1c1ccc(S(=O)(=O)Nc2cccc(Br)c2)cc1
52) CCC(=O)N1CCN=C1SCc1cccc(C(F)(F)F)c1
53) Cc1cccc(N=C2N=C(N)c3ccccc32)c1
54) COc1cc(NC(=O)CSc2nc(=O)n(CCN3CCOCC3)c3c2CCCC3)cc(OC)c1
55) COc1ccc(OC)c(NC(=O)COC(=O)CN2C(=O)NC3(CCCC3)C2=O)c1
56) COc1ccc(-c2c(NC(=O)C(C)C)n(C)c3ccccc3c2=O)cc1

assay / entry,49,50,51,52,53,54,55,56
Pf growth 96h,33%[activator],u,59%[activator],-7%,21%,-5%,-8%,x
Cycloheximide cs,0,x,-6,-10,-2,x,x,-1
Sm TGR block,10%,u,-2%,-7%,-2%,-1%,-1%,-3%
Shiga inhibitor,12,x,3,-6,-13,x,x,-16
FBPA Giardia inh,0%,x,x,x,-1%,x,x,1%
Pf growth 48h,0%,13µM*,31%[activator],21%,14%,u,16%,-9%

57) O=C(CN1CCOCC1)Nc1ccccc1F
58) Nc1nc(Nc2ccc(Cl)cc2)nc(NCc2ccco2)c1[N+](=O)[O-]
59) COc1cc(NC(=O)CSCc2ccccc2)c(C(=O)O)cc1OC
60) O=C(CCCC(=O)OCC(Cl)=C(Cl)Cl)Nc1ccc(F)cc1
61) c1ccc(-c2ccc3[nH]ccc3c2)cc1

assay / entry,57,58,59,60,61
Pf growth 96h,0%,u,-27%,-4%,182%[activator]
Cycloheximide cs,-2,48*,-2,1,x
Sm TGR block,7%,-24%,10%,-3%,2%
Shiga inhibitor,x,84*,-2,-2,x
FBPA Giardia inh,9%,-8%,-4%,3%,x
Pf growth 48h,4%,u,-12%,21%,96%[activator]

An excerpt of these results, as a markdown table.
| No. | Compound | Pf growth 96h | Cycloheximide cs | Sm TGR block | Shiga inhibitor | FBPA Giardia inh | Pf growth 48h |
| --- | --- | --- | --- | --- | --- | --- | --- |
| 20 | O=C(OCCOCCO)c1ccccc1Nc1cccc(C(F)(F)F)c1 | 1%[12.8 µM] | x | x | x | 0%[21.7 µM] | 5%[12.8 µM] |
| 21 | COc1cc(C(C)=O)ccc1OCC(O)CN1CCN(c2ccc(C)c(C)c2)CC1 (configuration not stated) | 2% | -3 | 2% | x | 0% | -18% |
| 22 | COC(=O)c1sccc1NC(=O)c1csc(C)c1 | u | 15 | 3% | -6 | -1% | 11% |
| 23 | CCOC(=O)C1(CCc2ccccc2)CCN(Cc2ccc(NC(C)=O)cc2)CC1 | 4.1µM* | -3 | -1% | -5 | -5% | u |
